Compound activity from PubChem BioAssay.
Tau fibril FP: tau fibrillization inhibition (FP) | K18 P301L tau heparin fibrillization, Alexa594 FP, 6 h | actives 0.39% (n = 280,000) | Potency, µM (doses to about 57.7 µM), for the others: at the highest dose activity, negative = inhibition, hits mostly inhibitors | AID 1468; also: nearly all actives have a fitted effect of over 55% in size
Target sequence (P10636 561-689 P618L limits assumed): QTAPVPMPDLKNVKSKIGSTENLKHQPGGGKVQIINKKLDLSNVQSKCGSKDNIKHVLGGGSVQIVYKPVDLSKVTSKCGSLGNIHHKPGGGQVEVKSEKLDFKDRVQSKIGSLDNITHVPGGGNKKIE
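K18 P301L tau (15 uM unlabeled/0.24 uM Alexa 594-labeled, final) + compound + heparin 20 uM final; 100 mM NaOAc pH 7; 6 hr 37 C; ThT 30 uM final added, 1 hr RT; FP ex 555/em 632 nm.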
RECQ1 helicase: RECQ1 (human) helicase inhibition; AID 2549; actives 0.54% (n = 240,000); Potency, µM (doses to about 57.3 µM), without a hit: top-dose activity, negative = inhibition, actives largely listed as inhibitors; P46063; RECQ1 DNA unwinding, red fluorescence kinetic read;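 also: plate controls were vehicle for no effect and no enzyme for full effect; nearly all actives have a fitted effect of over 30% in size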
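50 nM RECQ1T1 preincubated 15 min with compound in Tris pH 8.0 buffer with MgCl2, DTT, Tween-20 and 2.5 ug/ml poly(dI-dC); started with 200 nM TAMRA/BHQ-2 forked duplex and 2 mM ATP. Unwinding read as fluorescence (525/598 nm), two reads 2 h apart.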
KDM4E inh: blocks human JMJD2E demethylase activity; JMJD2E catalytic domain, FDH-coupled NADH fluorescence (FDH is formaldehyde dehydrogenase); Potency, µM (highest dose often 57.1 µM), inactives show top-dose activity change, negative = inhibition, hits mostly inhibitors; actives 1.6% (n = 230,000); B2RXH2; AID 2147; active = well fitted inhibition curve with a large enough effect, not every such curve was filed as active; inconclusive = small, poorly fitted or top-dose-only effect, or another doubt; inactive = no such curve, though single readings can be large or run the other way;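 also: 0% = wells with enzyme and -100% = buffer wells without enzyme; nearly all actives have a fitted effect of over 50% in size; many of its hits are not listed in these tables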
TRb SRC2 PPI: disrupts binding of human TR beta to SRC2; P10828; Potency, µM (highest dose often 106 µM), for the others: at the highest dose activity change, negative = inhibition, usual class: inhibitors; actives 0.065% (n = 280,000); TRbeta-SRC2 peptide binding, fluorescence polarization; receptor liganded with 1 µM T3;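 also: plate controls were bound peptide for no effect and peptide without receptor for full effect; nearly all actives have a fitted effect of over 50% in size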
Target sequence (P10828 whole entry, looked up): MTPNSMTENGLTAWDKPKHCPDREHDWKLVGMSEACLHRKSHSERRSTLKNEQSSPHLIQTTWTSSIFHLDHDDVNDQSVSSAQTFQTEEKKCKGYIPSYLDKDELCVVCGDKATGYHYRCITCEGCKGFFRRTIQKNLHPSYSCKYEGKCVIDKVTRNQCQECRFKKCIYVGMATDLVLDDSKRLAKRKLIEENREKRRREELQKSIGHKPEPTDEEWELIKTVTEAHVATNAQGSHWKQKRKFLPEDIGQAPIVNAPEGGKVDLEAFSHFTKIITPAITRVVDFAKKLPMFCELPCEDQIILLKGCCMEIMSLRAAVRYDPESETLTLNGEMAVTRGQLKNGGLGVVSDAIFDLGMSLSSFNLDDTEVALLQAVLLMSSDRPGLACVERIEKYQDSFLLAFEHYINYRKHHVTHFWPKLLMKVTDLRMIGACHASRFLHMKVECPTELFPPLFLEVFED
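Binding of a 20-amino-acid Texas Red SRC2 peptide (20 nM) to TRb ligand-binding domain (0.6 uM) with agonist T3 at 1 uM was followed by fluorescence polarization after a 5 hr room-temperature incubation.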
TexasRed fluor: alters Texas Red total fluorescence, flagging assay interference; TRb/SRC2 Texas Red total fluorescence interference; Potency, µM (titrated, usually from 106 µM), for inactives: at the top dose fluorescence change, negative = quenching; actives 0.29% (n = 280,000); active = well fitted curve in either direction with a large enough effect; inconclusive = small, poorly fitted or top-dose-only effect
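Human TRβ ligand-binding domain (0.6 uM) and Texas Red SRC2 peptide (20 nM) in Tris buffer with 1 uM T3 and 5% DMSO were incubated with pinned compound for 5 hr at ambient temperature. Total fluorescence was computed as S + 2P (555/632 nm).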
Tau fibril ThT: inhibitors of human tau fibril formation, thioflavin T binding; P10636; recombinant tau K18 P301L (four-repeat tau fragment), heparin-induced fibrillization, ThT fluorescence; Potency, µM (series often up to 57.4 µM), without a hit: top-dose activity, negative = inhibition, usual class: inhibitors; actives 2.1% (n = 270,000); AID 1460; also: nearly all actives have a fitted effect of over 55% in size
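Heparin-induced fibrillization of the P301L-mutant K18 repeat-domain fragment of human tau was followed by ThT binding in quantitative high-throughput format.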
RGS12 GoLoco inh: blocks human Gai1 binding to RGS12 GoLoco peptide, red readout. Gai1:RGS12 GoLoco peptide FP, rhodamine, 10 min. Potency, µM (titrated, usually from 61.6 µM), for inactives: at the top dose activity, negative = inhibition, most hits filed as inhibitors. actives 0.44% (n = 230,000); active = well fitted inhibition curve with a large enough effect, not every such curve was filed as active; inactive = no such curve, though single readings can be large or run the other way; also: nearly all actives have a fitted effect of over 30% in size; many of its hits are not listed in these tables
Target sequence (P63096 whole entry, looked up): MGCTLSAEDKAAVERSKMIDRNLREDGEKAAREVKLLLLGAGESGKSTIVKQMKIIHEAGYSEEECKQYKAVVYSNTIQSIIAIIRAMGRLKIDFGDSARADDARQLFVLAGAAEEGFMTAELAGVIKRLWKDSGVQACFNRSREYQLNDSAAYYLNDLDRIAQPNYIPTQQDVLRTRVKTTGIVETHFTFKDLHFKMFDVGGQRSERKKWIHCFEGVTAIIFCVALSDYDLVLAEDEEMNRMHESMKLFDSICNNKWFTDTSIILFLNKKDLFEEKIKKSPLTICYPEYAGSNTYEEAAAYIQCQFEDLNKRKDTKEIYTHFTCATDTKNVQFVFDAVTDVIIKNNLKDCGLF
L3MBTL1 inh: blocks human L3MBTL1 | actives 0.66% (n = 230,000) | Potency, µM (series often up to 57.1 µM), for the others: at the highest dose activity, negative = inhibition, actives largely listed as inhibitors | AID 485360 | Q9Y468 | AlphaScreen L3MBTL1–H3K9me1 peptide binding; also: nearly all actives have a fitted effect of over 60% in size
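L3MBTL1 50 nM + b-AHA-H3(1-15)K9me1 75 nM, 30 min RT; compound added, 30 min RT; streptavidin donor/Ni-chelate acceptor beads 10 ug/mL each final, 30 min RT dark; AlphaScreen read.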
Active calls of the source: *; i = inactive; ? = inconclusive; . = not tested or not shown; [ ] = remark or other dose. Unless noted, calls follow the shape of the dose curve; as a rule, active = well fitted curve in the direction sought with a large enough effect; inconclusive = small, poorly fitted or top-dose-only effect, or another doubt; inactive = no such curve, though single readings can be large; an effect the other way counts as inactive or inconclusive. Unless noted, % is scaled to controls: 0 for no effect and ±100 for the full control effect; potency is read from the fitted curve at half-maximal effect. Not all compounds are listed; count on the stated rates, not on these rows.

SMILES | Tau fibril FP | RECQ1 helicase | KDM4E inh | TRb SRC2 PPI | TexasRed fluor | Tau fibril ThT | RGS12 GoLoco inh | L3MBTL1 inh
CC(C)c1ccc(C2C3=C(COC3=O)Nc3cc4c(cc32)OCO4)cc1 (stereo unspecified) | 13% | ? | ? | 0% | 0% | -17% | -3% | 2%
CCn1cc(C(=O)NCc2ccc3c(c2)OCO3)c(=O)c2cc(S(=O)(=O)N(C)C)ccc21 | 9% | -10% | -19% | 2% | -6% | -9% | 0% | -12%
CC(C)(OC1OC(CO)C(O)C(O)C1O)[C@H]1Oc2ccc3ccc(=O)oc3c2[C@H]1O (stereo partly specified) | -3% | i | ? | 11% | 0% | -3% | 2% | 4%
O=C(CCc1ccc(S(=O)(=O)N2CCOCC2)cc1)Nc1ccc2c(c1)OCCO2 | 1% | -6% | 4% | 1% | -3% | -14% | -3% | 2%
CCOc1ccc(-c2nn(-c3ccccc3)cc2C2NC(=O)NC(C)=C2C(=O)OC(C)C)cc1 (stereo unspecified) | -6% | . | . | 5% | 0% | ? | . | .
CCOC(=O)c1c(C)nc2c(c1-c1ccccc1)C(=O)c1ccccc1-2 | 5% | -1% | -6% | 8% | -4% | -18% | 2% | -2%
Cc1ccc(Cn2c(=O)c3ccccc3n3c(-c4ccccc4)nnc23)cc1 | ? | . | . | -1% | -1% | -4% | . | .
COc1cc(C2C(C(=O)c3sc(C)nc3C)=C(O)C(=O)N2CCN(C)C)cc(OC)c1OC (stereo unspecified) | 1% | -5% | -3% | -1% | 1% | -14% | . | 4%
O=C(CSc1nnc(-c2ccccc2)o1)Nc1ccccc1F | -4% | 13% | -10% | ? | 1% | 2% | 2% | .
Cc1occc1-c1nnc(SCC(N)=O)n1Cc1ccccc1 | 2% | -3% | 4% | -2% | -3% | -3% | 5% | .
Cc1ccc2nc(C)c(C(=O)N/N=C/c3ccccc3[N+](=O)[O-])cc2c1 | -3% | -8% | 5% | -7% | -1% | -9% | 3% | -7%
CCN1CCC(N(Cc2ccc(F)cc2)C(=O)Nc2cccc(C(F)(F)F)c2)CC1 | -2% | . | . | -2% | 8% | -1% | . | .
CCOC(=O)C1CCN(C(=O)c2ccccc2NS(=O)(=O)c2ccc(F)c(F)c2)CC1 | 1% | ? | 5% | 3% | -4% | -8% | 4% | -2%
CCCC(=O)Nc1cc(=O)[nH]c2ncnn12 | 2% | 11% | 4% | 1% | -1% | 0% | 0% | 4%
CCN(CC)CCCN(C(=O)c1cccs1)c1nc(-c2ccc(OC)cc2)cs1 | -7% | 1% | -6% | -9% | 0% | -17% | 11% | -24%
Cc1ccc(NC(=S)NCc2cccs2)cc1 | -9% | i | -2% | -2% | 2% | -10% | 14% | .
COC(=O)c1cccc(NC(=S)N2CCCCC2)c1 | 3% | i | 4% | 5% | 4% | 5% | 3% | -20%[2.29 µM]
CCN(CC)CCCNC(=O)c1cc(Sc2nnc(C)s2)nc2ccccc12 | -2% | -1% | 11% | 0% | 2% | 11% | -2% | -5%
CCCCN(C(=O)CSc1nnc(-c2ccccc2OC)n1C)c1c(N)n(Cc2ccccc2)c(=O)[nH]c1=O | 2% | 0% | 6% | -10% | 1% | -1% | 6% | -6%
O=c1cc(-c2ccc(O)c(O)c2)oc2cc(O)c(C3OC(CO)C(O)C(O)C3O)c(O)c12 (stereo unspecified) | -18% | -11% | 14µM* | -1% | -6% | ? | 0% | 16µM*
C[N+]1(C)C[C@@H](O)C[C@@H]1C(=O)[O-] | . | 8%[25.9 µM] | 0%[25.5 µM] | -3%[53 µM] | ? | . | 4%[21.6 µM] | .
CCOc1ccc(C(CC(=O)O)NC(=O)COc2ccccc2)cc1OC (stereo unspecified) | -1% | -2% | -2% | -9% | 0% | -1% | 1% | .
COc1cc(/C=N/n2cnnc2)ccc1OCCSc1ccc(C)cc1 | -16% | -3% | -9% | -7% | 0% | ? | -18% | 0%
COc1ccc(-c2sc(NC(=O)c3ccc(C)cc3)nc2-c2ccc([N+](=O)[O-])cc2)cc1 | 6% | -9% | 1% | -2% | 0% | ? | -8% | -1%
CN1C(=O)c2ccccc2NC(=O)[C@]12O[C@@H]2c1cccc(O)c1 | 3% | -10% | ? | 1% | 1% | 2% | 25% | .

Record cards, from the list above. Screens in order: Tau fibril FP, RECQ1 helicase, KDM4E inh, TRb SRC2 PPI, TexasRed fluor, Tau fibril ThT, RGS12 GoLoco inh, L3MBTL1 inh
COC(=O)c1cccc(NC(=S)N2CCCCC2)c1 across the screens: 3%, i, 4%, 5%, 4%, 5%, 3%, -20%[2.29 µM]
CCN1CCC(N(Cc2ccc(F)cc2)C(=O)Nc2cccc(C(F)(F)F)c2)CC1 across the screens: -2%, ., ., -2%, 8%, -1%, ., .
Cc1ccc2nc(C)c(C(=O)N/N=C/c3ccccc3[N+](=O)[O-])cc2c1 across the screens: -3%, -8%, 5%, -7%, -1%, -9%, 3%, -7%

Other records follow.
SMILES | Tau fibril FP | RECQ1 helicase | KDM4E inh | TRb SRC2 PPI | TexasRed fluor | Tau fibril ThT | RGS12 GoLoco inh | L3MBTL1 inh
CCOc1ccc(NC(=O)CN2CCN(CC(=O)c3ccc(OC)c(OC)c3)CC2)cc1 | 2% | 0% | -2% | 2% | -2% | -18% | 8% | .
COc1ccc(CCn2c(-c3ccco3)nc3nc4ccccc4nc32)cc1 | 1% | 0% | ? | 5% | -2% | -7% | 86%[activator] | -2%[11.4 µM]
O=C(O)c1ccc(NC2=Nc3cccc4cccc2c34)cc1 | -1% | 12% | ? | -5% | -3% | . | 2% | .
O=C(CCSc1ccccc1)Nc1ccccc1C(=O)N1CCCC1 | 3% | -2% | 4% | 5% | 0% | 9% | 3% | -6%
O=C(COC(=O)Cn1cnc2ccccc21)Nc1cc2c(cc1Cl)C(=O)c1ccccc1C2=O | 3% | -25% | 1% | 5% | -11% | ? | -14% | -6%
C=CCn1c(NCc2ccc(N(C)C)cc2)nc2ccccc21 | -1% | -19% | -9% | -25% | 0% | -10% | -1% | -20%
N#Cc1ccc(NC(=O)Nc2cccc(C#N)c2)cc1 | ? | -5% | 0% | 9% | 1% | ? | 7% | 5%
Cc1[nH][nH]c(=O)c1C(c1ccc(-c2ccccc2C(=O)O)o1)c1c(C)[nH][nH]c1=O | ? | i | 23% | ? | -2% | 11µM* | -18% | 32µM*
COC(=O)c1ccc2c(=O)n(CCCCCC(=O)N3CCN(c4ccccc4)CC3)c(=O)[nH]c2c1 | 3% | -12% | ? | 2% | 1% | ? | 9% | .
COc1ccc(Cl)cc1NC(=O)c1ccc2c(c1)CCN2S(C)(=O)=O | -9% | . | . | -9% | 1% | 1% | . | .
Cc1ccc(S(=O)(=O)Nc2ccc(=O)n(Cc3ccc(Cl)c(Cl)c3)c2)cc1 | 1% | -16% | ? | 1% | -4% | ? | 35%[activator] | -6%
COc1ccc2c(c1)c(=O)c(C(=O)c1ccc(C)cc1)cn2CC(=O)Nc1ccc(F)cc1 | ? | i | -5% | 5% | 0% | ? | 6% | 11%
Cc1nc2scc(C)n2c(=O)c1S(=O)(=O)NCCc1ccccc1 | -10% | . | . | 7% | -2% | -2% | . | .
Oc1ccccc1C=NC1=NN(c2cccc(C(F)(F)F)c2)CC1 | -11% | 1% | -10% | -5% | -3% | ? | -1% | ?
O=C(COC(=O)c1ccc(Cl)c(S(=O)(=O)N2CCN(c3ccc(F)cc3)CC2)c1)Nc1cccc(Cl)c1 | ? | -15% | -7% | -3% | -2% | -2% | 8% | -22%
COC(=O)CSc1nc2ccccc2o1 | -9% | -20% | 13% | 3% | 4% | -5% | -1% | 5%
O=C(NCc1ccccc1)C1CCN(S(=O)(=O)c2cc([N+](=O)[O-])ccc2Cl)CC1 | 12% | -12% | -15% | 3% | 2% | -2% | 5% | 4%
O=C(COc1ccccc1)Nc1ccc2c(c1)Cc1cc(NC(=O)COc3ccccc3)ccc1-2 | 1% | -4% | -3% | -9% | -2% | -7% | . | 38%
CCCCOc1cccc(C(=O)Nc2ccc3oc(-c4cccnc4)nc3c2)c1 | -14% | . | . | -1% | -3% | -15% | . | .
O=C(Nc1ccc2oc(-c3ccc(F)cc3)nc2c1)c1ccccc1F | -11% | -3% | ? | 16% | -6% | ? | 5% | 8%
Cc1c(NC(=O)Cn2[nH]c(=O)c3ccccc3c2=O)c(=O)n(-c2ccccc2)n1C | -4% | i | 0% | -5% | -4% | -4% | -30% | .
CCOc1ccc(CN2C(=O)c3ccccc3Sc3ccc(C(=O)NCc4ccc(C)cc4)cc32)cc1 | ? | . | . | 8% | -2% | 2% | . | .
CCOC(=O)c1c(NC(=O)CN2C(=O)NC3(CCCCC3)C2=O)sc(C)c1-c1ccc(C)cc1 | 1% | -3% | ? | -1% | -2% | -11% | . | 1%
COc1ccc(-n2ncc(C(=O)N3CCN(C(=O)c4ccco4)CC3)c2C2CCN(C(=O)OC(C)(C)C)CC2)cc1 | -2% | . | . | -4% | -4% | 14% | . | .
COc1ccc(-n2c(=O)c3c4c(sc3n(Cc3cccc(F)c3)c2=O)CN(C(C)=O)CC4)c(OC)c1 | 7% | -3% | -1% | 1% | 1% | -2% | 10% | -4%
SMILES | Tau fibril FP | RECQ1 helicase | KDM4E inh | TRb SRC2 PPI | TexasRed fluor | Tau fibril ThT | RGS12 GoLoco inh | L3MBTL1 inh
COc1ccc2[nH]cc(CCNS(=O)(=O)c3ccc(NC(C)=O)cc3)c2c1 | 13% | i | ? | -1% | -1% | -11% | 9% | .
CCN1CCN(C(=O)/C=C/c2ccccc2[N+](=O)[O-])CC1 | -2% | i | -2% | 6% | -3% | -9% | 3% | 6%
Cc1ccccc1N(CC(=O)NC1CCCC1)C(=O)c1oc(C(C)(C)C)cc1C | 5% | 3% | -3% | 5% | -1% | 15% | -16% | 26%
Cc1sc2nc(CN3CCOCC3)nc(NS(=O)(=O)c3ccc4c(c3)OCCO4)c2c1C | -2% | -6% | -5% | -11% | -1% | -5% | 4% | 2%
Cc1oc(-c2ccccc2F)nc1Cn1c(SCc2cccc(C(F)(F)F)c2)nc2ccncc21 | -6% | . | . | 5% | -4% | 2% | . | .
COc1ccc(Cl)cc1NC(=O)Cn1c(=O)c2ccccc2n2nncc12 | 9% | . | . | -8% | 0% | ? | . | .
Cc1ccc(NC(=O)c2cnn(C)c2)cc1[N+](=O)[O-] | 12% | i | 10% | -2% | -3% | ? | 7% | -4%
